# High-throughput results: PubChem, several laboratories
# KCNQ1 inh = human KCNQ1 channel inhibition | P51787 | CHO-K1 KCNQ1, FluxOR thallium flux fluorescence; active compounds read high | B-score at 10 µM | 1.3% of 310,000 active | AID 2642;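 active = compounds whose thallium flux B-score, printed positive for inhibition, exceeds three library SD while starting fluorescence stays within three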;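 note: channel opened by potassium depolarization with thallium stimulus after 20 min compound exposure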
# hERG rescue = shields human hERG channel from block by proarrhythmic agents | CHO-hERG, FluxOR thallium flux, dofetilide IC70 present | activation (rescue from dofetilide block), less the hit threshold, % at 10 µM | 0.51% of 310,000 active | AID 1511;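 active = activation above the mean of controls blocked by dofetilide plus 5 SD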;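 note: thallium influx through hERG after potassium depolarization seen as dye fluorescence rise; in these data hits start at about 4.7%; inactives centre near -7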
# KCNK3 inh = human KCNK3 channel inhibition, primary screen. O14649. AID 602410. B-score at 10 µM. CHO-KCNK3 thallium flux, FluxOR fluorescence; active compounds read low. 0.84% of 340,000 active;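 active = B-score under library mean minus 4 SD, starting fluorescence ratio at most library mean plus 5 SD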;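 note: more negative B-score means stronger inhibition of thallium flux through KCNK3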
# ANO1 activ = activators or potentiators of mouse TMEM16A chloride channel; Q8BHY3; HEK293 TMEM16A/YFP-H148Q/I152L, iodide quench fluorescence; active compounds read low; B-score at 10 µM; 0.3% of 340,000 active;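 active = fluorescence-ratio B-score plate-corrected deviation score at least 3 library SD below zero, with starting fluorescence score within 5 deviations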;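 note: channel opened by trigger with iodide after compound preincubation; score built on the fluorescence ratio of max minus min over baseline; more negative score means more quench and so TMEM16A activation or potentiation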
# RGS4 pot = potentiators or activators of RGS4 | HEK293 M3R/inducible RGS4, carbachol calcium flux Fluo4; active compounds read low | B-score at 10 µM | 0.92% of 310,000 active | AID 463111;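 active = B-score of the integrated calcium signal more than 4 SD below the library mean, with starting fluorescence not abnormally high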;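 note: negative B-score means reduced calcium response which marks RGS4 activation or potentiation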
#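 Assay system: HEK293 FlpIn-TREx cells, stable M3R, doxycycline-inducible RGS4 / Probe or stimulus: carbachol, ECmax concentration / Times: overnight RGS4 induction, 30 min dye load 37 °C, 20 min compound RT / Signal: kinetic calcium fluorescence imaging with Fluo4-AM dye, 2 µM / Measure: Agonist-evoked peak-minus-minimum fluorescence over baseline, integrated ratio, B score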
# ANO1 block = blocks the mouse calcium-activated chloride channel TMEM16A. 1.2% of 310,000 active. normalized B-score (activity score, 25-100; higher = stronger inhibition) at 10 µM. Q8BHY3. HEK293 TMEM16A/YFP iodide influx fluorescence, ionomycin;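 active = ratio plate-corrected score three or more library SD toward inhibition, starting fluorescence score within five deviations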;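 note: score derived from kinetic fluorescence span divided by baseline fluorescence per well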
# KCNQ1 pot = potentiates or activates the human KCNQ1 potassium channel; P51787; CHO-K1 KCNQ1, thallium flux FluxOR fluorescence; active compounds read high; B-score at 10 µM; 0.35% of 310,000 active; AID 2648;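 active = fluorescence ratio B-score, a plate-corrected score, at least three library SD, with initial intensity B-score within 5 SD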
#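 Schedule – 37 °C overnight plating, 90-min dark dye load, 20-min compound pretreatment · System – stable KCNQ1 CHO-K1 line · Probe or stimulus – thallium- and potassium-containing depolarizing buffer · Measured by – kinetic FluxOR fluorescence, 10 s baseline plus 110 s post-stimulus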
# SKKanGAS inh = inhibitors of SKKanGAS S. pyogenes growth in kanamycin (SK-promoter or general growth effect); BacTiter-Glo, 6 h; inhibition, % at 7.5 µM; 1.3% of 300,000 active; AID 1662;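 active = mean replicate score, as percent of positive control median, at least 50; inconclusive = mean below 50 but one replicate at or above 50; inactive = mean and every replicate below 50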;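 note: strain carries kanamycin resistance gene driven by streptokinase promoter and grows in 40 µg/ml kanamycin; loss of luminescence reflects streptokinase promoter inhibition or plain growth inhibition; 0% = median of DMSO wells and 100% = positive control at its reference dose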
# HDAC3 inh = blocks human histone deacetylase 3. recombinant HDAC3, fluorogenic peptide/trypsin coupled, fluorescence. inhibition, % at 8.3 µM. 0.15% of 320,000 active. AID 2718; in the data active = inhibition above about 26%, passing the limit was not always enough; inconclusive = no clear call, values can overlap the other calls
# Target sequence (O15379 whole entry, looked up): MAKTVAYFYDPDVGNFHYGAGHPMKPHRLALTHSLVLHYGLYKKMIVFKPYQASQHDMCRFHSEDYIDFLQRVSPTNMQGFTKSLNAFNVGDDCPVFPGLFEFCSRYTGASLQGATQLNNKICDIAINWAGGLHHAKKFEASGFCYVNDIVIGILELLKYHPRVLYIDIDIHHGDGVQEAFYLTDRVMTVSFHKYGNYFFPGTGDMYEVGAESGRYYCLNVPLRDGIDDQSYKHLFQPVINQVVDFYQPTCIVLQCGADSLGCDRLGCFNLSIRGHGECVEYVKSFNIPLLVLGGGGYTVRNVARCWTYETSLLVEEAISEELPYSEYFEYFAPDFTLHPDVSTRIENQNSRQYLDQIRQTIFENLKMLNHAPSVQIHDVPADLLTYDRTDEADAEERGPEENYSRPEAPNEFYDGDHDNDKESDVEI
# RGS4 block = human RGS4 inhibition; B-score at 10 µM; 0.45% of 310,000 active; HEK293 M3R/RGS4 inducible, Fluo-4 calcium flux; active compounds read high; triggered by carbachol at its EC20; AID 463165; P49798;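 active = B-score, a plate-corrected calcium signal, over three deviations above library mean, with baseline fluorescence within five deviations of library mean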;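 note: RGS4 expression induced by doxycycline in cells with stable M3 receptor; B-score is computed from the integrated fluorescence ratio over baseline after carbachol; higher B-score means a larger calcium signal and so more RGS4 inhibition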
# KCNK9 block = inhibitors of human KCNK9 two-pore domain potassium channel. 1.2% of 310,000 active. B-score at 10 µM. HEK293 KCNK9, FluxOR thallium flux fluorescence; active compounds read low. AID 488922. Q9NPC2;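 active = ratio B-score over 3 SD below the library mean, with starting fluorescence within 5 SD of its mean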;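 note: negative B-score means less thallium flux so channel inhibition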
# Target sequence (Q9NPC2 whole entry, looked up, the tested form may be a part): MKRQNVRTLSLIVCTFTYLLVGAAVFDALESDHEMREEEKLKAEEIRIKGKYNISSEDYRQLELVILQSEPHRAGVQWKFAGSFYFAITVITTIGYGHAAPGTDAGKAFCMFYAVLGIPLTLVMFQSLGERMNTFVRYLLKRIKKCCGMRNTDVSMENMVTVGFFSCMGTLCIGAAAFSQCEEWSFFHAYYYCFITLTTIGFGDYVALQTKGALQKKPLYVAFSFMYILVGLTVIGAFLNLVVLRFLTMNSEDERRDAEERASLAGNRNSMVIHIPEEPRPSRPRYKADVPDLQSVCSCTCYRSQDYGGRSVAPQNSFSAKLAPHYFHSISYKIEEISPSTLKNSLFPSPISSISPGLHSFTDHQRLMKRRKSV
# The depositor's hits bear a star; i = inactive; ? = inconclusive; / = no result given.
SMILES,KCNQ1 inh,hERG rescue,KCNK3 inh,ANO1 activ,RGS4 pot,ANO1 block,KCNQ1 pot,SKKanGAS inh,HDAC3 inh,RGS4 block,KCNK9 block
O=C(NCc1ccc2c(c1)OCO2)c1ccc(-n2cnnn2)cc1,i,-6,i,i,i,i,i,-2,-1,i,i
O=C(O)c1cccc(-n2cccc2C=C2C(=O)c3ccccc3C2=O)c1,i,-17,i,i,i,i,i,12,3,i,i
Cc1ccc(C)c(Cn2c(=O)n(CCCC(=O)NCc3ccco3)c(=O)c3sccc32)c1,i,-6,i,i,i,i,i,0,0,i,i
Cc1ccc(NS(=O)(=O)c2cc(Br)cnc2N)cc1C,i,-5,i,i,-8*,i,i,7,5,i,i
COc1ccc(OC)c(S(=O)(=O)NCc2nc3nc(C)cc(C)n3n2)c1,i,-7,i,i,i,i,i,2,0,i,i
Cc1ccc(Cl)cc1NS(=O)(=O)c1ccc(-n2cccn2)cc1,i,-8,i,i,i,i,i,-9,-4,i,i
CCc1ccccc1NC(=O)CCc1c(C)nc(SC)nc1C,i,-9,i,i,i,i,i,11,1,i,i
CC(=O)c1ccc(NC(=O)Oc2ccccc2)cc1,i,-6,i,i,i,i,i,0,-2,i,i
COCCNC(=O)CC(=O)N/N=C/c1cccc(C(=O)OC)c1,i,-17,i,i,i,i,i,3,1,i,i
Cc1nc2ccccc2c(=O)n1NC(=O)c1cc(Br)ccc1Cl,i,-13,i,i,i,i,i,2,-7,i,i
O=C(/C=C/c1ccccc1)Nc1cccnc1Cl,i,-1,i,i,i,i,i,-3,2,i,i
COc1ccc(C(CNC(=O)c2ccc(OCC3CCCO3)cc2)N2CCOCC2)cc1 (configuration not stated),i,-8,i,i,i,i,i,9,3,i,i
CCOc1ccccc1NC(=O)N1CCC(C(=O)c2ccc(F)cc2)CC1,i,-20,i,i,i,i,i,-5,2,i,-10*
CN(CCc1ccccn1)C(=O)CCC1CCCN(C(=O)c2cscn2)C1 (configuration not stated),i,-4,i,i,i,i,i,5,1,i,i
O=C(Nc1ccc2[nH]c(=O)[nH]c2c1)Nc1ccc(F)cc1F,i,-5,i,i,i,i,i,-1,-1,i,i
CCOc1ccc(C(=O)OCC(=O)Nc2nc(OC)cc(OC)n2)cc1OCC,i,-20,i,i,i,i,i,-4,-3,i,i
N=c1c(C(=O)NCC2CCCO2)cc2c(=O)n3ccccc3nc2n1C1CCCC1 (configuration not stated),i,-1,i,i,i,i,i,-2,-346,i,i
CCC1CCCCN1Cc1nc2c(c(=O)n(C)c(=O)n2C)n1CC(C)C (configuration not stated),i,-11,i,i,i,i,i,-1,-3,i,i
COc1ccc(C(=O)NNC(=O)c2ccc(C(C)(C)C)cc2)cc1,i,-4,i,i,i,i,i,-5,1,i,i
CCOC(=O)C1CCN(C(=O)CN(c2ccc3c(c2)OCO3)S(C)(=O)=O)CC1,i,-7,i,i,i,i,i,-3,0,i,i
COc1cc(OC)c(OC)cc1CN1CCN(S(=O)(=O)c2ccc(NC(C)=O)cc2)CC1,i,-1,i,i,i,i,i,6,-1,i,i
COC(=O)[C@@H](NC(=O)NC1CCCCC1C)C(C)C (some centres not stated),i,-5,i,i,i,i,i,0,16,i,i
CCC(C)n1c(SCc2ccccc2)nc2ccsc2c1=O (configuration not stated),i,-5,i,i,i,i,i,2,-5,i,i
CC1(C)Cc2ccccc2-c2nc(NCCO)n(-c3ccccc3)c(=O)c21,i,-14,i,i,i,i,i,0,-87,i,i
Cc1cc(C)cc(CC2CC(=O)N(c3cc(C)on3)C2=O)c1 (configuration not stated),i,-12,i,i,i,i,i,0,1,i,i

# 2 compounds from above with just KCNQ1 pot.
SMILES	KCNQ1 pot
O=C(NCc1ccc2c(c1)OCO2)c1ccc(-n2cnnn2)cc1	i
O=C(O)c1cccc(-n2cccc2C=C2C(=O)c3ccccc3C2=O)c1	i

# Next section
SMILES,KCNQ1 inh,hERG rescue,KCNK3 inh,ANO1 activ,RGS4 pot,ANO1 block,KCNQ1 pot,SKKanGAS inh,HDAC3 inh,RGS4 block,KCNK9 block
CCCCn1c(Cc2ccccc2)n[nH]c1=S,i,-7,i,i,-7.4*,i,i,2,-7,i,i
COc1ccccc1NC(=O)COc1ccc(C(F)(F)F)cc1[N+](=O)[O-],i,-6,i,i,i,i,i,3,3,i,i
O=C(CCS(=O)(=O)Cc1ccccc1)Nc1ncc([N+](=O)[O-])s1,i,-5,i,i,i,i,i,20,3,i,i
Cc1nc(CNC(=O)CC2C(=O)NCCN2Cc2ccoc2)nc2c1CCCC2 (configuration not stated),i,-12,i,i,i,i,i,20,-4,i,i
COc1ccccc1C(CC(=O)c1ccccc1)CC(=O)c1ccccc1,i,-11,i,i,i,100*,i,4,5,i,-8.6*
Cc1oc(-c2cccc(C(F)(F)F)c2)nc1CN1CCC[C@H]1CO,i,-11,i,i,i,i,i,2,-2,i,i
CCOC(=O)C1=C(c2cccc(Oc3ccccc3)c2)NC(=S)NC1C (configuration not stated),/,/,i,i,/,100*,/,7,11,/,/
CCN1CCN(C(=O)CN(C)S(=O)(=O)c2ccc3ccccc3c2)CC1,i,-2,i,i,i,i,i,5,3,i,i
COc1ccc(C(=O)CSc2cc(C)[nH]c(=O)n2)cc1,i,-7,i,i,i,i,i,2,61*,i,i
CCOC(=O)c1cc(C(=O)c2cc(Cl)ccc2O)coc1=N,i,-4,i,i,i,i,i,5,?,i,i
O=C(Cc1cccc(F)c1F)NC1CCCN(Cc2ccc(Cl)cc2)C1 (configuration not stated),i,-4,i,i,i,i,i,-2,1,i,i
CCOC(=O)CSc1nc2ccc(N)cc2s1,i,-9,i,i,i,i,i,2,-5,i,i
O=C(CCn1c(SCC(=O)c2ccccc2)nc2ccccc2c1=O)NCc1ccc(F)cc1,i,-19,i,i,i,i,i,-10,-1,i,i
CCN(CC)S(=O)(=O)c1ccc2oc(C(=O)O)c(C)c2c1,i,-1,i,i,i,i,i,1,0,i,i
CCN(CC)CCNC(=O)c1sc2nc(-c3ccccc3)cn2c1C,i,-7,i,i,i,i,i,-1,4,i,i
O=C(Nc1ccc(Nc2ccccc2)cc1)c1ccc(Cl)cc1[N+](=O)[O-],i,-5,i,i,i,i,i,2,16,i,i
CCOC(=O)c1cc2occc2n1CC(=O)N1CCCc2ccccc21,i,-7,i,i,i,i,i,-2,?,i,i

# Filtered by structure, the entries above with an aryl methoxy group (eight)
SMILES,KCNQ1 inh,hERG rescue,KCNK3 inh,ANO1 activ,RGS4 pot,ANO1 block,KCNQ1 pot,SKKanGAS inh,HDAC3 inh,RGS4 block,KCNK9 block
COc1ccc(OC)c(S(=O)(=O)NCc2nc3nc(C)cc(C)n3n2)c1,i,-7,i,i,i,i,i,2,0,i,i
COc1ccc(C(CNC(=O)c2ccc(OCC3CCCO3)cc2)N2CCOCC2)cc1 (configuration not stated),i,-8,i,i,i,i,i,9,3,i,i
CCOc1ccc(C(=O)OCC(=O)Nc2nc(OC)cc(OC)n2)cc1OCC,i,-20,i,i,i,i,i,-4,-3,i,i
COc1ccc(C(=O)NNC(=O)c2ccc(C(C)(C)C)cc2)cc1,i,-4,i,i,i,i,i,-5,1,i,i
COc1cc(OC)c(OC)cc1CN1CCN(S(=O)(=O)c2ccc(NC(C)=O)cc2)CC1,i,-1,i,i,i,i,i,6,-1,i,i
COc1ccccc1NC(=O)COc1ccc(C(F)(F)F)cc1[N+](=O)[O-],i,-6,i,i,i,i,i,3,3,i,i
COc1ccccc1C(CC(=O)c1ccccc1)CC(=O)c1ccccc1,i,-11,i,i,i,100*,i,4,5,i,-8.6*
COc1ccc(C(=O)CSc2cc(C)[nH]c(=O)n2)cc1,i,-7,i,i,i,i,i,2,61*,i,i

# Rows are unselected. About 6.3% of those tested had a hit in this group.
